GAA inhib: inhibitors of human lysosomal alpha-glucosidase | P10253 | purified human GAA, 4-MU-alpha-glucoside fluorescence | Potency, µM (titrated, usually from 76.9 µM), without a hit: at the top dose activity change, negative = inhibition, actives largely listed as inhibitors | 200,000 tested, 0.005% active | AID 1466;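 further: plate controls were uninhibited enzyme wells for no effect and no-enzyme background for full effect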
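Compounds are titrated up to 77 uM against 4 nM human enzyme. Substrate 4-methylumbelliferyl-alpha-D-pyranoside (400 uM) reacts 20 min at room temperature in pH 5.0 buffer; liberated 4-methylumbelliferone is read at 440 nm.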
HTT ATP protect: protects HTT-Q103 PC12 cells, measured by ATP | PC12 HTT-Q103 induced, cytoprotection, ATP luminescence, 40 h | Potency, µM (top dose mostly 56.4 µM), for inactives: cytoprotection (ATP increase), hits mostly activators | 230,000 tested, 0.14% active | AID 1471;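 further: % of control where 0% means no effect; nearly all actives have a fitted effect of over 45% in size; toxic huntingtin expression switched on by the ecdysone agonist tebufenozide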
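Compounds added alongside 100 nM tebufenozide, which induces toxic Q103 huntingtin exon 1-GFP in stable PC12 cells; surviving cells quantified by luminescent ATP measurement. Medium: phenol red-free DMEM, 5% equine and 5% calf serum.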
GAA glycogen mod: inhibitors or activators of human alpha-glucosidase glycogen cleavage | 300,000 tested, 0.38% active | recombinant GAA, glycogen substrate, Amplex Red glucose oxidase fluorescence | Potency, µM (top dose mostly 76.4 µM), for inactives: at the top dose activity change, negative = inhibition, hits mostly inhibitors | P10253;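 further: 0% = full enzyme reaction and -100% = no-enzyme basal signal; the screen sought inhibitors and activators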
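qHTS, 1536-well; enzyme 4 nM final; cpd up to 77 uM; substrate bovine liver glycogen 30 ug; 50 mM citrate/phosphate pH 5.0, 0.01% Tween-20; 37 C, 40 min; Amplex Red detection 45 min RT; Hill fit → AC50.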
Tau fluor cs: counter-screen for tau fibril formation inhibitors; tau K18 P301L Alexa594 fluorescence, heparin fibrillization; Potency, µM (series often up to 57.7 µM), without a hit: at the highest dose activity change, negative = decrease; 280,000 tested, 0.93% active; further: on the % scale 0 is the no-effect control and ±100 the full control effect; nearly all actives have a fitted effect of over 55% in size
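Human tau K18 P301L (15 uM unlabeled, 0.24 uM Alexa 594-labeled) in 100 mM sodium acetate pH 7 with 20 uM heparin, 6 hr at 37 C. ThT 30 uM added, 1 hr ambient; Alexa 594 FP and total fluorescence read at 555/632 nm.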
aGlu spleen mod: inhibitors or activators of human alpha-glucosidase in spleen homogenate | P10253 | human spleen homogenate, 4-MU-alpha-glucoside fluorescence | Potency, µM (highest dose often 79.9 µM), for inactives: at the highest dose activity change, negative = inhibition, usual class: inhibitors | 240,000 tested, 0.006% active | AID 2112;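 further: 0% = enzyme with vehicle and -100% = no enzyme basal signal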
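Enzyme source: human spleen homogenate, 1 ug/well. Buffer 50 mM citric acid/K phosphate pH 5.0, 0.01% Tween-20. 4-MU-alpha-glucoside 1 mM; 37 C x 40 min; NaOH/glycine stop; fluorescence.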
Tau FP inhib: inhibitors of human tau fibril formation; K18 P301L tau heparin fibrillization, Alexa594 FP, 6 h; Potency, µM (series often up to 57.7 µM), without a hit: top-dose activity, negative = inhibition, hits mostly inhibitors; 280,000 tested, 0.39% active; AID 1468; further: on the % scale 0 is the no-effect control and ±100 the full control effect; nearly all actives have a fitted effect of over 55% in size
Target sequence (P10636 561-689 P618L limits assumed): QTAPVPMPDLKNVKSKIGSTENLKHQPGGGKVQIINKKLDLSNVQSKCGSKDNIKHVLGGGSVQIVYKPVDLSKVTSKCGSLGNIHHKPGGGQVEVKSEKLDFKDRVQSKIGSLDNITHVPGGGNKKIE
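Steps: dispense K18 P301L tau (15 uM plus 0.24 uM Alexa 594 tracer, final) in pH 7 sodium acetate; add compound; add heparin (20 uM final); incubate 6 hr, 37 C; add ThT (30 uM final); after 1 hr ambient, read FP.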
Tau ThT inhib: blocks human tau fibril formation measured by thioflavin T; P10636; recombinant tau K18 P301L (four-repeat tau fragment), heparin-induced fibrillization, ThT fluorescence; Potency, µM (doses to about 57.4 µM), for the others: at the highest dose activity, negative = inhibition, usual class: inhibitors; 270,000 tested, 2.1% active; AID 1460; further: on the % scale 0 is the no-effect control and ±100 the full control effect; nearly all actives have a fitted effect of over 55% in size
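K18 P301L tau (15 uM + 0.24 uM Alexa 594-tagged), heparin 20 uM, NaOAc pH 7, 6 h 37 C; ThT 30 uM, 1 h RT, ex 450/em 510 nm.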
aGal spleen mod: inhibits or activates alpha-galactosidase in human spleen homogenate; P06280; human spleen homogenate, 4MU-alpha-Gal fluorescence, 40 min; Potency, µM (titrated, usually from 80 µM), without a hit: at the top dose activity change, negative = inhibition, usual class: inhibitors; 240,000 tested, 0.008% active; AID 2107;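 further: 0% = enzyme with vehicle and -100% = no enzyme basal signal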
Target sequence (P06280 32-429 limits assumed): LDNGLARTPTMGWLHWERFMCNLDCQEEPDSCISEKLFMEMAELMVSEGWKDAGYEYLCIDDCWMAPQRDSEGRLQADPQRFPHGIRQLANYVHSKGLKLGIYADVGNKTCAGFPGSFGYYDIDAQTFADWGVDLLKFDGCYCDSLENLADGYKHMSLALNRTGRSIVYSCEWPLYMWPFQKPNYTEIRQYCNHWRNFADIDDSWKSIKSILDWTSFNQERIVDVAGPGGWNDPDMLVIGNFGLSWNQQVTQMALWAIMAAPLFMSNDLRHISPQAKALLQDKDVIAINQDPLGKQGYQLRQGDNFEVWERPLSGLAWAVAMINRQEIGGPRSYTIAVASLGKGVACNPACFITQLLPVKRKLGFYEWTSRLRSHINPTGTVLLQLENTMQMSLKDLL
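Fluorogenic readout (Ex 365/Em 440 nm) of 4-methylumbelliferone released from 1 mM 4-MU-alpha-galactoside by spleen homogenate, 40 min at 37C, pH 5.0. Data normalized to no-enzyme and enzyme controls; Hill-equation AC50 from compound titrations.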
Starred values were filed as active, the others as inactive; u = inconclusive; x = no result given; [ ] = remark or other dose. The call rests on the fitted dose curve; in most records, active means well fitted curve in the direction sought with a large enough effect; inconclusive means small, poorly fitted or top-dose-only effect, or another doubt; inactive means no such curve, though single readings can be large; an effect the other way counts as inactive or inconclusive. Potency means the concentration at half of the fitted maximal effect.

Screens in order – GAA inhib | HTT ATP protect | GAA glycogen mod | Tau fluor cs | aGlu spleen mod | Tau FP inhib | Tau ThT inhib | aGal spleen mod
(1) O=C(Oc1ccc2c(c1)O/C(=C\c1ccncc1)C2=O)c1cccs1
  x | -3.9%[10 µM] | 5.7% | -10.9% | -12.0% | 10.2% | u | 1.9%
(2) CCSc1nnc(NC(=O)[C@@H](NC(=O)c2ccccc2F)C(C)C)s1
  -11.9% | -3.1% | -1.4% | -7.7% | -7.4% | 7.8% | -8.9% | 1.1%
(3) CCOC(=O)c1ccc(NC(=S)N2CCCC2c2ccc(OC)c(OC)c2)cc1 (stereo unspecified)
  u | 0.8% | -2.6% | -20.9% | 3.2% | -8.7% | -19.6% | 3.1%
(4) Cc1ccc(/C=N/n2c(=O)c(C(C)(C)C)nn3cnnc23)cc1
  -2.4% | -2.3%[10 µM] | 1.5% | -1.5% | -1.0% | u | 2.7% | 3.6%
(5) C/C(=C\c1ccco1)C1C(C#N)=C(N)OC2=C1C(=O)CC(C)(C)C2 (stereo unspecified)
  2.0% | 7.3%[10 µM] | 4.6% | -3.0% | -14.1% | -4.5% | -11.3% | -4.0%
(6) COCCCNCC(O)COc1ccccc1F (stereo unspecified)
  -1.9% | -26.7% | -12.9% | -11.2% | -9.8% | -0.5% | -12.3% | 0.0%
(7) COc1ccc(NC(=O)C23CC4CC(C2)CC(c2ccc(C)cc2)(C4)C3)cc1
  8.1% | 0.9%[10 µM] | -2.9% | 0.0% | -3.0% | 0.2% | 4.8% | -6.7%
(8) O=C(COc1ncnc2sccc12)N1CCc2ccccc2C1
  -2.9% | -2.1% | 9.0% | -2.2% | 6.7% | -1.2% | -5.7% | 2.2%
(9) CC(C)(C)c1ccc(-c2cc(N)n[nH]2)cc1
  -10.0% | -51.5% | -1.8% | -26.4% | 4.3% | 14.1% | -17.3% | 14.8%
(10) Cc1ccc(S(=O)(=O)Nc2cc(-c3ccccc3)nn2C)cc1
  x | 1.8%[10 µM] | -5.3% | u | 2.7% | -6.1% | -11.3% | 7.4%
(11) COc1ccccc1-n1c(-c2ccc(NS(C)(=O)=O)cc2)n[nH]c1=S
  -4.9% | -14.5% | -3.0% | -2.0% | -1.9% | 3.4% | -5.6% | 0.4%
(12) Cc1cc(S(=O)(=O)NCC(C)C)ccc1OCC(=O)N1CCOCC1
  -11.6% | 0.2%[0.074 µM] | 2.1% | 2.5% | -8.3% | 3.7% | -4.5% | 7.1%
(13) O=C1NCCN(Cc2c(F)cccc2Cl)C1CC(=O)N1CCCO1 (stereo unspecified)
  -0.9% | 7.2% | 13.7% | 1.9% | -11.5% | 1.1% | -7.5% | -4.0%
(14) Cc1cc(OCCOCCN(C)CCO)cc(C)c1Cl
  2.6% | -11.2% | -3.7% | -2.5% | -2.8% | -6.8% | -4.6% | 5.0%
(15) Cc1[nH]c2ccccc2c1C(=O)/C=C/c1ccccc1
  -4.7% | -40.8%[inhibitor] | -1.9% | u | -0.8% | -19.2% | u | 4.4%
(16) c1ccc(-c2cc3nccc(-c4ccccn4)n3n2)cc1
  -12.2% | -17.0%[10 µM] | 7.0% | -23.8% | -2.6% | u | -16.4% | -5.2%
(17) CC(C)(C)C1CCc2c(sc3nc(SCC(N)=O)nc(N)c23)C1 (stereo unspecified)
  -8.8% | -8.6%[10 µM] | -0.4% | -19.9% | -9.0% | 14.4% | u | 2.8%
(18) CCN(CC)C(=O)Cn1c(=O)n(C)c2ccccc21
  3.9% | 6.2% | 2.6% | -3.4% | 7.3% | 0.7% | -0.3% | 4.7%
(19) O=C(Nc1ccccc1)C12CC1/C(=N\O)c1ccccc1O2 (stereo unspecified)
  x | -45.7% | x | -15.9% | 0.8% | -3.1% | -4.7% | 11.3%
(20) O=c1[nH]c(CSc2ccccn2)nc2c1cnn2-c1ccccc1
  -7.3% | x | 1.2% | -13.4% | -0.3% | -0.2% | -11.7% | 2.9%
(21) Cn1c(=O)c2c(-c3ccccc3Cl)n(Cc3ccc(Cl)cc3)cc2n(C)c1=O
  x | x | 0.4%[76.3 µM] | -13.9% | x | -14.3% | -15.3% | x
(22) Cn1c(=O)c2cc(C(=O)NC3CCCCCC3)sc2c2ccccc21
  x | x | -8.5%[76.3 µM] | -10.1% | x | u | -10.2% | x
(23) CCOc1ccc(-c2nc(=S)[nH][nH]2)cc1
  -3.3% | -17.1% | u | -10.3% | 3.8% | 1.1% | -15.7% | -5.0%
(24) Cc1cc(Nc2c(C)n(C)n(-c3ccccc3)c2=O)c2ccccc2n1
  0.8% | 22.1%[10 µM] | 3.4% | 1.0% | 2.8% | 1.5% | -5.7% | -0.5%
(25) COc1ccccc1C(=O)NCc1ccncc1
  -7.7% | -4.0%[0.074 µM] | 5.6% | 1.9% | 1.8% | 6.1% | 0.9% | 6.1%
(26) O=C(Nc1ccc(Cl)cc1C(=O)N1CCOCC1)c1cccc([N+](=O)[O-])c1
  -1.2% | x | -2.9% | -7.2% | 3.0% | 3.9% | -9.5% | 3.1%
(27) CCCc1nc2sc3c(=O)n(N)cnc3c2c2c1CCCC2
  6.1% | -32.1%[10 µM] | 8.0% | -3.7% | 1.7% | -6.0% | -6.8% | 6.1%
(28) CN1CCN(NC(=O)c2cccc3ccccc23)CC1
  u | x | -10.9% | 5.5% | 2.0% | -0.3% | 0.4% | 2.1%
(29) COCc1nnc(N)s1
  u | 10.4% | 6.2% | 0.1% | -3.2% | 5.2% | -7.4% | 4.9%
(30) N#Cc1ccccc1NC(=O)CC1CCCCC1
  -4.4% | -0.1% | -3.7% | -8.3% | -15.9% | 4.4% | -11.2% | -3.9%

Next part.
Screens in order – GAA inhib | HTT ATP protect | GAA glycogen mod | Tau fluor cs | aGlu spleen mod | Tau FP inhib | Tau ThT inhib | aGal spleen mod
(31) O=C(Cn1c2ccccc2c(=O)c2ccccc21)Nc1ccccc1F
  -6.6% | -2.3%[10 µM] | 19.6% | -4.5% | -7.2% | -10.0% | -7.9% | -12.6%
(32) CCOC(=O)c1nnn(-c2nc(N(C)C)nc(N(C)C)n2)c1C
  -8.0% | -11.6% | 6.5% | 0.5% | -3.9% | -2.4% | -5.7% | -10.9%
(33) Cc1ccc(-n2c(=O)[nH]c3c(C(N)=O)nc(-c4ccc(C)o4)nc32)cc1
  4.8% | -36.0% | -8.2% | -3.2% | -11.7% | -5.2% | u | -10.5%
(34) CCC(=O)N1CCc2cc(CNS(=O)(=O)c3ccc(C(C)C)cc3)ccc21
  x | x | -11.1%[76.3 µM] | -11.3% | x | 7.1% | u | x
(35) Cc1ccc(OCCSc2nc3ccccc3n2CCC(=O)O)cc1C
  x | x | -7.5%[76.3 µM] | -3.5% | x | 5.7% | -8.5% | x
(36) O=c1cc(NS(=O)(=O)c2ccccc2)nc(SCc2c(Cl)cccc2Cl)[nH]1
  -1.0% | 27.4%[10 µM] | 2.2% | 2.9% | 2.7% | u | -0.9% | -2.9%
(37) O=S(=O)(c1ccc2ccccc2c1)N1CCN(C(=S)Nc2ccc(F)c(Cl)c2)CC1
  4.2% | -19.6%[10 µM] | 10.2% | u | -4.1% | u | 4.0% | -13.2%
(38) COc1cc(/C=C2\SC(=Nc3ccc(F)cc3)N(c3ccc(F)cc3)C2=O)ccc1OCC(=O)O
  -6.7% | -32.7% | -0.4% | -4.4% | -2.9% | -6.2% | u | -2.7%
(39) Cc1cc(C(=O)Nc2ccc(S(=O)(=O)Nc3onc(C)c3C)cc2)c(C)o1
  0.8% | -8.5% | -15.1% | -6.4% | -9.0% | 0.1% | -16.2% | -3.3%
(40) Cn1c(SCC#N)nc2ccccc2c1=O
  x | -3.7%[10 µM] | 3.7% | -9.3% | -1.9% | -8.4% | -0.4% | -0.5%
(41) COC(=O)c1c(NC(=O)CN2CCN(c3ccccc3)CC2)c2c(C)cccc2n1C
  -7.5% | -20.2% | -1.5% | -6.5% | -7.0% | -7.0% | -17.5% | -8.3%
(42) Cc1c(C#N)c2ccccc2n1CC(=O)NCC1CCCO1 (stereo unspecified)
  0.1% | -6.5%[10 µM] | 6.7% | 0.5% | -6.8% | -0.9% | -2.6% | 12.3%
(43) COc1ccc(NC(=S)NC(=O)/C=C/c2cccs2)cc1
  u | -23.8%[10 µM] | -2.2% | -9.9% | 0.7% | u | u | 2.7%
(44) CC(=O)c1c(C)nn(C(=O)c2cccs2)c1C
  -3.1% | -20.6% | 7.7% | -8.2% | 1.2% | 3.7% | -7.8% | -2.1%
(45) Cc1c(N/C=C(\Cl)C(=O)C(F)(F)F)c(=O)n(-c2ccccc2)n1C
  -6.4% | 2.5% | 31.6µM* | -16.7% | 0.7% | u | u | 3.2%

An excerpt from above in order of length of the SMILES, high to low.
Screens in order – GAA inhib | HTT ATP protect | GAA glycogen mod | Tau fluor cs | aGlu spleen mod | Tau FP inhib | Tau ThT inhib | aGal spleen mod
(37) O=S(=O)(c1ccc2ccccc2c1)N1CCN(C(=S)Nc2ccc(F)c(Cl)c2)CC1
  4.2% | -19.6%[10 µM] | 10.2% | u | -4.1% | u | 4.0% | -13.2%
(36) O=c1cc(NS(=O)(=O)c2ccccc2)nc(SCc2c(Cl)cccc2Cl)[nH]1
  -1.0% | 27.4%[10 µM] | 2.2% | 2.9% | 2.7% | u | -0.9% | -2.9%
(16) c1ccc(-c2cc3nccc(-c4ccccn4)n3n2)cc1
  -12.2% | -17.0%[10 µM] | 7.0% | -23.8% | -2.6% | u | -16.4% | -5.2%
(44) CC(=O)c1c(C)nn(C(=O)c2cccs2)c1C
  -3.1% | -20.6% | 7.7% | -8.2% | 1.2% | 3.7% | -7.8% | -2.1%
(40) Cn1c(SCC#N)nc2ccccc2c1=O
  x | -3.7%[10 µM] | 3.7% | -9.3% | -1.9% | -8.4% | -0.4% | -0.5%

Hits appear at their usual frequency, and some 3.3% of all compounds hit somewhere here.
